EBNA-1 inh: EBNA-1 DNA-binding inhibitors, primary screen, biochemical, fluorescence polarization. inhibition, % at 14.8 µM. hit rate 0.34% among 300,000; in the data active means inhibition above about 28%
PP1 inh: PP1-alpha phosphatase inhibitors, primary screen, counter-screen for PP5 inhibitor project, biochemical, fluorescence, OMFP substrate, single point. purified PP1alpha. inhibition, % at 6.7 µM. hit rate 0.9% among 320,000. AID 2235, 2010;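 active means inhibition above the mean inhibition of all tested compounds plus 3 SD, computed separately for each screening campaign, cut at about 15% in these data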
Target sequence (P62136 whole entry, looked up): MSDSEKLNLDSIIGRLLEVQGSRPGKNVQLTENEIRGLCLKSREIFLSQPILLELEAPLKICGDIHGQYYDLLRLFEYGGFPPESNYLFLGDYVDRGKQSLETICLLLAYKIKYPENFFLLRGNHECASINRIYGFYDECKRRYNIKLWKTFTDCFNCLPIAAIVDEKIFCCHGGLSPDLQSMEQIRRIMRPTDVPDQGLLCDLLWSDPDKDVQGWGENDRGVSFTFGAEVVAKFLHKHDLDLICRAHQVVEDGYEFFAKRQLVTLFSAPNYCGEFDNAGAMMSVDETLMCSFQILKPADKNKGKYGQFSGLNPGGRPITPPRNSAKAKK
Fh CTSL1 inh: Fasciola hepatica cathepsin L1 inhibitors, primary screen, counter-screen for PFM18AAP inhibitor project, biochemical, QFRET, fluorogenic peptide substrate | hit rate 0.49% among 300,000 | AID 1906, 2009 | inhibition, % at 5.96 µM | recombinant F. hepatica cathepsin L1, Z-Leu-Arg-MCA fluorescence;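 active means inhibition above the mean of all tested compounds plus 3 SD, set per screening campaign, cut at about 17% in these data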;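 further: 0% = plate median of test compound wells and 100% = 1 µM Z-Phe-Ala-diazomethylketone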
TPT1 inhibitor: Candida albicans TPT1 enzyme inhibitors, primary screen, biochemical, fluorescence polarization; hit rate 0.81% among 300,000; recombinant caTPT1, FP RNA substrate dephosphorylation; tRNA 2'-phosphotransferase TPT1 (Candida albicans SC5314); inhibition, % at 5 µM;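 active means inhibition above the mean of all tested compounds plus 3 SD, set per screening campaign, cut at about 24% in these data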;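 further: plate controls were DMSO alone for no effect and ferristatin control at 100 nM for full effect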
PP5 inh: PP5 phosphatase inhibitors, primary screen, biochemical, fluorescence. Serine/threonine-protein phosphatase 5 (Homo sapiens), P53041. purified PP5c, OMFP substrate fluorescence. inhibition, % at 6.7 µM. hit rate 0.18% among 320,000. AID 1987, 2009;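 active means inhibition above the campaign's mean inhibition across all tested compounds plus 3 SD, cut at about 9.5% in these data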;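 further: 0% = DMSO only and 100% = 100 µM cantharidin control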
Target sequence (P53041 whole entry, looked up): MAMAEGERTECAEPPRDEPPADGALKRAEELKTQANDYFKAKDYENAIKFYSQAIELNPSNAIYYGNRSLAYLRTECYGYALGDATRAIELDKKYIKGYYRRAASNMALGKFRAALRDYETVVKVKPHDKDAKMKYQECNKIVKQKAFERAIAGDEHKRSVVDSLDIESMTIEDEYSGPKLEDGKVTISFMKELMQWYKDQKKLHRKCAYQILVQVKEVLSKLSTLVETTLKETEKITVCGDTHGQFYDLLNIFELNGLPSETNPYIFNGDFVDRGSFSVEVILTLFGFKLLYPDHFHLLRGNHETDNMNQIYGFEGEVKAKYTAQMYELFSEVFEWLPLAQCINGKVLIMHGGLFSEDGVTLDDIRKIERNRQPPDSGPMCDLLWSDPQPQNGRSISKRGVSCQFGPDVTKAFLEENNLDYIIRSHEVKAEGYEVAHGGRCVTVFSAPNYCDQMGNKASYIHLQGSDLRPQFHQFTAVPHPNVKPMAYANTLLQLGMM
ZTA DNA inh: blocks Epstein-Barr virus ZTA, an EBNA-1 counter-screen. P03206. ZTA-DNA binding, fluorescence polarization. inhibition, % at 11 µM. hit rate 0.15% among 320,000; in the data active means inhibition above about 33%
Target sequence (P03206 whole entry, looked up): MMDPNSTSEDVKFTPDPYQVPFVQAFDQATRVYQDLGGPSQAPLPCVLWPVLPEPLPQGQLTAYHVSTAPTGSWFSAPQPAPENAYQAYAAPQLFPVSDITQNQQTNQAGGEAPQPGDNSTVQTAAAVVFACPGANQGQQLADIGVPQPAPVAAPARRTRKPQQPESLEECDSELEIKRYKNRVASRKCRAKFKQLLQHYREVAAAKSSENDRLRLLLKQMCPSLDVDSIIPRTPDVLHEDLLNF
CR mimetic SO: reduction of superoxide in aged yeast, primary screen, HTS | S. cerevisiae aged cells, superoxide DHE fluorescence; stronger effect = lower value | superoxide response (% of plate mean), % at 10 µM | hit rate 0.18% among 330,000 | AID 2690, 2010;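 active means superoxide response under a set limit, about three screen SD below normal, cut at about 65% in these data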;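 further: yeast aged for seven days with compound at 30 °C before DHE staining; 100% = average MFI of all compound-treated wells on the plate with controls excluded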
GASC-1 inh: inhibitors of GASC-1 histone demethylase, primary screen, biochemical, fluorescence, DELFIA europium | Lysine-specific demethylase 4C (Homo sapiens), Q9H3R0 | GST-JMJD2C(1-420) H3K9me3 demethylation | inhibition, % at 2.35 µM | hit rate 0.069% among 330,000 | AID 2099, 2009;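 active means more than half of a compound's replicate wells show inhibition beyond 50%, single wells judged on their own value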;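 further: signal counts dimethyl H3K9 product captured on neutravidin plate; 0% = median of DMSO wells and 100% = 0.3 times that DMSO median; strong numbers were not always called active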
HCV core dimer: inhibitors of HCV core protein dimerization, primary screen, biochemical, TR-FRET, high-throughput; TR-FRET GST/Flag-core106 dimerization, 1536-well; inhibition, % at 5 µM; hit rate 0.33% among 300,000;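 active means inhibition above the mean of all tested compounds plus 3 SD, set per screening campaign, cut at about 45% in these data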
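Test system: GST/Flag-tagged HCV core106 proteins; Medium: KF-containing HEPES buffer, pH 7.45, DTT, CHAPS, BSA; Times: compound-protein-antibody incubation 4 h at 22.5 °C; Detection: TR-FRET 671 and 617 nm emission; Benchmarks: wells lacking GST-core106 and wells with excess unlabelled core106.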
Numbers without * were called inactive; x = no result given; & = joins results of further samples.

SMILES	EBNA-1 inh	PP1 inh	Fh CTSL1 inh	TPT1 inhibitor	PP5 inh	ZTA DNA inh	CR mimetic SO	GASC-1 inh	HCV core dimer
CCc1ccc(CCC(=O)Nc2nc(CC(C)=O)ns2)o1	3	-1	0	-1	0.7	0	93	32	0
COc1ccc(NC(=O)Cn2nnc(-c3ccccc3NS(=O)(=O)c3ccccc3)n2)cc1	5	2	-1	-2	1.8	10	110	12	5
CCC(C)NC(=O)Cn1cnc2sc(C)c(S(=O)(=O)N3CCCCC3)c2c1=O (configuration not stated)	5	1	-2	-2	0.6	-16	104	-4	2
O=C(CCN1CCN(c2ccc(Cl)cc2)CC1)Nc1ccccc1F	-8	-4	7	0	2.0	-10	148	8	0
COc1cccc(OC)c1C(=O)Nc1cccc(-n2cnnn2)c1	-4	-2	2	1	-1.4	-20	95	69	-6
CC1CCCCC1NC(=O)c1nn(C)c2c1CS(=O)(=O)c1ccccc1-2 (configuration not stated)	3	0	1	-1	-0.1	1	89	3	2
CC(C)Oc1cccc(C(=O)C2CCCN(C(=O)c3cncs3)C2)c1 (configuration not stated)	-2	-3	1	-1	2.1	-16	115	1	3
CCOCCCn1c(=NC(=O)c2cccs2)c(C#N)cc2c(=O)n3ccccc3nc21	7	-2	0	-26	-0.8	-4	122	-8	2
Cc1cc(Cn2ccnc2)c(C)c([N+](=O)[O-])c1Cn1ccnc1	-1	1	0	1	-1.3	-6	96	84	-10
Cc1ccc(S(=O)(=O)N2CCN(C)CC2)cc1C(=O)NC1CCCCC1	8	4	-4	-1	-0.9	-1	101	13	-1
O=C(CCc1c[nH]c2ccccc12)Nc1ncccc1O	-1	0	0	1	0.5	-7	100	1	-6
Cc1c(Cl)cccc1NC(=O)CC(Cc1ccccc1)C(=O)O (configuration not stated)	9	-3	2	1	-0.5	5	107	4	-5
CCN(CC)S(=O)(=O)c1ccc(N2CCN(S(=O)(=O)c3ccccc3C#N)CC2)nc1	4	-1	1	-6	0.7	1	103	-1	12
N#CC(NC(=O)OCc1ccccc1)c1ccccc1 (configuration not stated)	-9	1	-2	-3	0.6	-9	93	x	-10
COC(=O)CSc1nc(NC(C)=O)nc(C)c1Br	6	-2	-3	-1	1.1	5	95	-4	1
Cc1ccc(-c2ccc(=O)n(CC(=O)NCc3ccc(F)cc3)n2)cc1	-4	2	-1	2	0.2	11	109	4	2
O=[N+]([O-])c1cccnc1N1CCN(c2ccc(F)cc2)CC1	4	-1	2	0	0.6	1	95	9	0
CCOC(=O)c1ccccc1NS(=O)(=O)c1cnn(CC)c1C	5	-2	1	-1	0.2	-10	82	1	-2
NS(=O)(=O)c1ccc(CNC(=S)NC2CCCC2)cc1	0	-2	-7	2	-1.2	13	97	-22	0
Cc1[nH][nH]c(=O)c1C(c1ccc(-c2ccc(Cl)c(Cl)c2)o1)c1c(C)[nH][nH]c1=O	9	2	4	3	0.4	11	109	14	13
O=C(CC1C(=O)NCCN1CC1CCCCC1)NCc1ccc(Cl)cc1 (configuration not stated)	14	4	1	-3	-0.5	-2	111	-14	-6
O=C(Nc1ccccc1N1CCCC1)c1ccc([N+](=O)[O-])o1	-5	-6	6	2	1.2	11	80	5	6
c1ccc(-c2cc(-c3ccncc3)nc3ccc4ccccc4c23)cc1	-9	2	2	-1	4.6	-7	124	-4	6
CCc1ccc(NC(=O)C2C3CCC(O3)C2C(=O)O)cc1 (configuration not stated)	-4	74*	-7	2	80*	-8	97	8	-9
NC(=O)c1ccc(NC(=O)COC(=O)c2ccc(Cl)nc2)cc1	x	-5	x	x	-3.2	2	131	10	x
COc1cccc(-c2ccc3nnc(SCC(=O)N4CCCC4)n3n2)c1	0	-4	2	0	-1.3	0	109	36	-3
CCSc1ccccc1C(=O)NCc1cccnc1	-8	-2	2	2	-2.4	4	118	-1	-2
O=C(N/C(=C/C=C/c1ccccc1)C(=O)N1CCOCC1)c1ccccc1Br	-13	-4	5	1	-0.3	-11	90	14	-5
Cc1ccc(S(=O)(=O)Cn2nnnc2C(c2ccccn2)N2CCN(c3ccccc3)CC2)cc1 (configuration not stated)	0	1	-1	1	4.8	7	107	-18&16	8
O=C(NC(=S)Nc1ccc(Oc2ccccc2)cc1)c1ccc(Cl)cc1	9	4	-2	-2	1.3	-2	111	-13	7
Cc1[nH]nc2c1C1(CCOCC1)C(C#N)=C(N)O2	3	-3	4	1	1.8	16	94	-4	-2
COCc1c(Br)c(C)nc(OCC(=O)N/N=C/c2ccc(C)o2)c1C#N	-4	-1	2	1	0.6	-4	117	-8	7
Cn1cccc1Cc1nnc(SCC(=O)N2CCN(c3ccccc3)CC2)n1-c1ccc(F)cc1	-17	-3	1	0	1.0	4	99	-18	-2
COc1ccc(C(=O)Nc2cccc(C(=O)N3CCN(C)CC3)c2)cc1	4	-2	-1	-5	-1.5	-12	107	-9	-3
COc1ccc(C)cc1NC(=O)N1CCCc2ccccc21	8	5	-2	0	4.7	0	90	0	4
COc1ccc(CC(NC(C)=O)C(=O)N2CCN(C(=O)Nc3cccc(F)c3)CC2)cc1OC (configuration not stated)	-2	-3	4	-3	3.0	-6	91	-18	-5
CN1CCN(Cc2c(C(=O)N/N=C/c3cccc(Br)c3)nnn2-c2nonc2N)CC1	-16	-4	-3	-3	0.5	2	86	1	-15
C=CCNC(=O)C1CC(=O)N(c2ccc(OCC(=O)Nc3cccc(OC)c3)cc2)C1 (configuration not stated)	1	-2	-2	-1	-0.2	-6	87	2	-6
COC(Cn1c(-c2cccc(S(=O)(=O)N(C)C)c2)n[nH]c1=S)OC	-1	-1	0	3	0.1	-18	107	8	-3
O=C1OCCC1Sc1nnc(-c2ccc(Cl)cc2Cl)o1 (configuration not stated)	6	-5	-3	-6	2.0	-11	84	2	-3
CCc1ccccc1S(=O)(=O)Cc1ccc(C(=O)NCc2ccc3c(c2)OCO3)o1	-5	-2	-4	4	3.5	-1	100	-15	15
C#CCSc1nnc(-c2ccc(O)cc2)o1	7	-5	-2	-1	2.8	6	86	-14	2
CCOC(=O)COc1ccc2cc(C(=O)OCC)c(=O)oc2c1	11	-4	6	-5	-1.4	10	89	5	-2
O=C(O)CCn1[nH]c(=O)c2ccccc2c1=O	-13	-4	-2	2	3.4	-5	103	2	-2
CCOC(=O)C1CCCN(C(=O)Cn2ncc3c([nH]c4ccc(C)cc43)c2=O)C1 (configuration not stated)	0	-1	7	-3	-1.1	2	79	0	0

A portion taken from the entries so far:
SMILES	EBNA-1 inh	PP1 inh	Fh CTSL1 inh	TPT1 inhibitor	PP5 inh	ZTA DNA inh	CR mimetic SO	GASC-1 inh	HCV core dimer
CCc1ccccc1S(=O)(=O)Cc1ccc(C(=O)NCc2ccc3c(c2)OCO3)o1	-5	-2	-4	4	3.5	-1	100	-15	15
C#CCSc1nnc(-c2ccc(O)cc2)o1	7	-5	-2	-1	2.8	6	86	-14	2
CCOC(=O)COc1ccc2cc(C(=O)OCC)c(=O)oc2c1	11	-4	6	-5	-1.4	10	89	5	-2
O=C(O)CCn1[nH]c(=O)c2ccccc2c1=O	-13	-4	-2	2	3.4	-5	103	2	-2
CCOC(=O)C1CCCN(C(=O)Cn2ncc3c([nH]c4ccc(C)cc43)c2=O)C1 (configuration not stated)	0	-1	7	-3	-1.1	2	79	0	0

(continued)
SMILES	EBNA-1 inh	PP1 inh	Fh CTSL1 inh	TPT1 inhibitor	PP5 inh	ZTA DNA inh	CR mimetic SO	GASC-1 inh	HCV core dimer
COc1ccc2[nH]c(=O)c(CN(CC3CCCO3)S(=O)(=O)c3ccccc3F)cc2c1 (configuration not stated)	0	2	0	2	0.8	4	79	-30	0
CC(C)(C)c1nnc(NC(=O)Cc2ccccc2[N+](=O)[O-])s1	-6	1	-3	-3	1.3	-20	113	-2	-10
CC1CC(C)CN(CCCNC(=O)c2ccc3nc(N4CCOCC4)sc3c2)C1 (configuration not stated)	-2	-2	-1	6	4.6	1	113	9	-5
O=C(CCN1CCCCC1c1cccnc1)NCc1ccccc1 (configuration not stated)	2	-1	1	-9	-1.2	18	98	-1	-3
CC(=O)CSc1ncnc2c1cnn2-c1ccccc1	-9	-2	2	5	2.2	-5	94	-28	1
CCN(CC)c1ccc(CN(C(=O)c2ccco2)C2CCS(=O)(=O)C2)cc1 (configuration not stated)	3	-2	-1	-1	2.5	10	117	-1	4
O=C(C1=C(O)C(=O)N(CCCN2CCOCC2)C1c1ccccn1)c1cc2ccccc2o1 (configuration not stated)	-8	-4	3	-1	1.3	-15	89	-1	4
COC(=O)c1c(C)[nH]c(C(=O)OCC(=O)NC(C)(C)C)c1C	0	-4	-6	0	0.8	7	98	9	0
Cc1ccc(C(=O)N/N=C\c2ccc(Br)o2)o1	-6	-5	4	2	2.7	-8	88	x	-2
COc1cc2cc(CN(CCCN3CCOCC3)C(=O)Nc3ccccc3F)c(=O)[nH]c2cc1OC	-4	-1	1	1	3.2	12	97	6	1
Cc1nc(NC(=O)CSc2nc(N)cc(N)n2)sc1C	-10	2	-2	0	2.0	6	84	-6	-1
Cc1ccc(-c2noc(CCC(=O)NCCc3ccccc3Cl)n2)cc1	-12	-2	2	2	3.1	-4	98	x	-2
COc1cc(/C=N/NC(=O)c2cccnc2)ccc1OCC(=O)Nc1ccccc1Cl	-3	-2	0	-3	0.8	-1	107	-4	12
COCCCNC(=O)c1ccc(Cn2c(=O)c3ccccc3n(CC(=O)NCc3ccco3)c2=O)cc1	4	-2	-1	-2	-0.8	21	109	0	4
Oc1ccccc1Oc1ncc(Br)c(N2CCOCC2)n1	0	0	6	-7	-0.5	-1	105	3	-2
O=C(NCCCN1CCCCC1)C1CCCN(c2ncnc3c2nc2n3CCCCC2)C1 (configuration not stated)	-4	-3	2	-3	0.4	18	110	-6	-1
O=C(CCNS(=O)(=O)c1ccc(Br)s1)Nc1ccc(Cl)cc1	-5	3	-2	3	2.6	5	113	-4	4
COC(=O)C[C@H]1c2cc(C(F)(F)F)ccc2S(=O)(=O)N1Cc1ccc(OC)cc1	3	0	-1	-3	4.3	-12	88	-4	3
CCOC(=O)c1ccc(NC(=O)C(=O)NCC2(c3ccc(OC)cc3)CCOCC2)cc1	3	-5	-2	-2	0.1	-2	109	-3	4
Cc1c(NC(=O)CSc2ccccn2)c(=O)n(-c2ccccc2)n1C	-1	-4	4	0	-1.4	6	107	-11	0
Cc1ccc(NCN2C(=O)C3C4CCC(C4)C3C2=O)cc1 (configuration not stated)	7	0	0	2	-1.1	-5	98	-5	0
Cc1cccc(NC(=S)NCC23C=CC(O2)C2C(=O)N(c4ccc(Cl)cc4)C(=O)C23)c1 (configuration not stated)	1	-6	-3	1	0.4	3	95	6	7
CC(c1ccccc1F)n1cc(C(=O)NCCCn2ccnc2)nn1 (configuration not stated)	-3	-3	-1	5	4.4	-2	99	-5	-2
CCCNS(=O)(=O)c1ccc(OCC(=O)OC)cc1	5	3	-1	0	3.2	2	97	10	-1
O=C(Cc1ccccc1)NCC(=O)N1CCC1	-6	-1	1	0	3.3	-5	100	11	2
COc1ccc(-c2cc(C(=O)Nc3ccc(Cl)cc3Cl)c3ccccc3n2)cc1OC	10	-4	1	2	0.3	13	86	-6	11
